Epigenetic derep – regulators of epigenetic silencing causing reporter derepression in mouse cells; murine LDR cells, GFP reporter derepression, 30 h; Potency, µM (highest dose often 53.9 µM), inactives show at the top dose GFP activation, usual class: activators; 280,000 tested, 0.2% active; AID 1865; further: % of control where 0% means no effect; nearly all actives have a fitted effect of over 60% in size
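Murine LDR cells carrying a silenced, genomically integrated CMV-driven GFP reporter were exposed to compound for 30 hours at 37 C. After PBS washes, GFP-positive cells (20–120 um objects) were counted by laser-scanning microplate cytometry.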
GAA glycogen – alters human alpha-glucosidase cleavage of glycogen; P10253; recombinant GAA, glycogen substrate, Amplex Red glucose oxidase fluorescence; 300,000 tested, 0.38% active; AID 2100; Potency, µM (doses to about 76.4 µM), for inactives: top-dose activity change, negative = inhibition, usual class: inhibitors;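 further: 0% = full enzyme reaction and -100% = no-enzyme basal signal; the screen sought inhibitors and activators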
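Recombinant human enzyme (4 nM); glycogen substrate; 37 C, 40 min, pH 5.0. Readout: coupled glucose oxidase/Amplex Red fluorescence.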
GAA inh – alpha-glucosidase (human) inhibition; 200,000 tested, 0.005% active; purified human GAA, 4-MU-alpha-glucoside fluorescence; P10253; Potency, µM (top dose mostly 76.9 µM), for inactives: top-dose activity change, negative = inhibition, hits mostly inhibitors;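 further: plate controls were uninhibited enzyme wells for no effect and no-enzyme background for full effect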
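Fluorescence at Ex 365/Em 440 nm from 4-methylumbelliferone reported enzyme activity after 20 min at room temperature. Reactions used 4 nM enzyme and 400 uM substrate at pH 5.0; curves fitted with the Hill equation.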
ALDH1A1 inh – blocks purified human ALDH1A1 activity; P00352; Purified ALDH1A1, NADH fluorescence, propionaldehyde substrate; Potency, µM (series often up to 75.3 µM), for the others: top-dose activity, negative = inhibition, hits mostly inhibitors; 220,000 tested, 7.3% active; active means well fitted inhibition curve with a large enough effect, not every such curve was filed as active; inconclusive means small, poorly fitted or top-dose-only effect, or another doubt; inactive means no such curve, though single readings can be large or run the other way;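 further: plate controls were no enzyme wells and a reference inhibitor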
aGlu spleen mod – lysosomal alpha-glucosidase (human) modulation. P10253. human spleen homogenate, 4-MU-alpha-glucoside fluorescence. Potency, µM (series often up to 79.9 µM), inactives show at the highest dose activity change, negative = inhibition, most hits filed as inhibitors. 240,000 tested, 0.006% active. AID 2112;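 further: 0% = enzyme with vehicle and -100% = no enzyme basal signal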
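Human spleen homogenate (1 ug) with 4-methylumbelliferyl-alpha-D-glucopyranoside (1 mM final) in 50 mM citrate/phosphate pH 5.0, 0.01% Tween-20; 40 min at 37 C. Stopped at pH 10; 4-MU fluorescence Ex 365/Em 440 nm; AC50 by Hill fit.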
GLA spleen mod – inhibitors or activators of human alpha-galactosidase in spleen homogenate; P06280; human spleen homogenate, 4MU-alpha-Gal fluorescence, 40 min; Potency, µM (titrated, usually from 80 µM), for the others: top-dose activity change, negative = inhibition, usual class: inhibitors; 240,000 tested, 0.008% active; AID 2107;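 further: 0% = enzyme with vehicle and -100% = no enzyme basal signal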
Target sequence (P06280 32-429 limits assumed): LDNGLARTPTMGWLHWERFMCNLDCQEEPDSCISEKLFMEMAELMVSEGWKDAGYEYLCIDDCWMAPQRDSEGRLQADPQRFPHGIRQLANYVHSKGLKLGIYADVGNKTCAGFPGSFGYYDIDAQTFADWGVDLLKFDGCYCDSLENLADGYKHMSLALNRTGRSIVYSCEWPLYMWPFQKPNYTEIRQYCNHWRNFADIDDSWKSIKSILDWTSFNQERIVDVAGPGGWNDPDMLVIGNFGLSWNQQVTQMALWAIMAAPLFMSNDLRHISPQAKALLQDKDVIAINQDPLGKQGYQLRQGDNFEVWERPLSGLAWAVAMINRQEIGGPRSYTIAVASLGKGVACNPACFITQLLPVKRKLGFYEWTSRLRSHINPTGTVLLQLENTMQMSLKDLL
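Spleen homogenate 1 ug + cpd (titration) + 4-MU-alpha-D-galactopyranoside 1 mM; 37C 40 min; 50 mM citrate/phosphate pH 5.0, 0.01% Tween-20; stop pH 10; fluorescence 365/440; AC50 via Hill.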
NPSR antag – antagonists of human neuropeptide S receptor cAMP signaling; Q6W5P4; CHO-NPSR cells, cAMP TR-FRET, antagonist mode; Potency, µM (highest dose often 38.3 µM), for inactives: at the top dose activity change, negative = inhibition, actives largely listed as inhibitors; 220,000 tested, 1% active; further: on the % scale 0 is the no-effect control and ±100 the full control effect; nearly all actives have a fitted effect of over 50% in size; many of its hits are not listed in these tables
Target sequence (Q6W5P4 whole entry, looked up): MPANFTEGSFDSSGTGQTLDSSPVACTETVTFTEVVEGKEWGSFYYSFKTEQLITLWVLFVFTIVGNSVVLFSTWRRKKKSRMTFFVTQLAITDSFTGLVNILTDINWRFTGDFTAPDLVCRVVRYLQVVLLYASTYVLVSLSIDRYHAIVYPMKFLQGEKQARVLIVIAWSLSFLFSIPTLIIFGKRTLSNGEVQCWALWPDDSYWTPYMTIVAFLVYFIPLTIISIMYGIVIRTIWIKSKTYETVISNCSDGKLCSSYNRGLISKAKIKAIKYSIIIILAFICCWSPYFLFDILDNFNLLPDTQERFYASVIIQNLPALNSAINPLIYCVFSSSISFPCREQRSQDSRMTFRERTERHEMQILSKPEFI
Tau fluor counter – counter-screen for tau fibril formation inhibitors; tau K18 P301L Alexa594 fluorescence, heparin fibrillization; Potency, µM (doses to about 57.7 µM), inactives show at the top dose activity change, negative = decrease; 280,000 tested, 0.93% active; further: on the % scale 0 is the no-effect control and ±100 the full control effect; nearly all actives have a fitted effect of over 55% in size
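Human tau K18 P301L (15 uM unlabeled, 0.24 uM Alexa 594-labeled) in 100 mM sodium acetate pH 7 with 20 uM heparin, 6 hr at 37 C. ThT 30 uM added, 1 hr ambient; Alexa 594 FP and total fluorescence read at 555/632 nm.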
* = called active by the depositor; ? = inconclusive; · = no result given; & = joins results of further samples; ! = not confirmed by another sample; [ ] = remark or other dose. Unless noted, the call rests on the fitted dose curve; in most records, active means well fitted curve in the direction sought with a large enough effect; inconclusive means small, poorly fitted or top-dose-only effect, or another doubt; inactive means no such curve, though single readings can be large; an effect the other way counts as inactive or inconclusive. Potency means the concentration at half of the fitted maximal effect. Not all compounds are listed; count on the stated rates, not on these rows.

Structure	Epigenetic derep	GAA glycogen	GAA inh	ALDH1A1 inh	aGlu spleen mod	GLA spleen mod	NPSR antag	Tau fluor counter
Clc1ccc2nc(CSc3nc4ccccc4o3)cn2c1	-1.0%	-2%	-14%	-8%	8%	-2%	-14%[46.1 µM]	-3%
O=C(N[C@H]1CC1c1ccccc1)c1ccc([N+](=O)[O-])cc1 (stereo partly specified)	-1.7%	1%	·	·	4%	5%	-3%	0%
CC(=O)OC1C=C[C@]2(C)C(CC(OC(C)=O)[C@@]3(C)C4=CC(=O)OC(c5ccoc5)[C@]4(C)CCC23)C1(C)C (stereo partly specified)	-3.1%	·	·	2%	2%	10%	·	?
CCOC(=O)c1ccccc1NC(=O)CN(c1ccc(OCC)cc1)S(C)(=O)=O	1.1%	9%	7%	2%	1%	-6%	7%	10%[2.34 µM]
COC(=O)c1cc(Br)c(=O)n(Cc2ccc(C(=O)O)cc2)c1	-0.7%	4%	5%	20%	3%	-15%	19%[46.1 µM]	4%
COc1ccc(N2CCN(c3ccc(NC(=O)c4ccc5c(c4)OCO5)cc3C#N)CC2)cc1	-2.0%	1%	-1%	19%	-3%	5%	5µM*	-5%
O=C(CCN1c2ccccc2Sc2ccccc21)Nc1ccccc1	1.4%	2%	-14%	8%	0%	2%	-25%[46.1 µM]	11µM*[quencher]
COc1ccc(C(c2nnnn2C(C)(C)C)N2CCN(c3nc4ccccc4s3)CC2)cc1OC (stereo unspecified)	-0.7%	-6%	?	-6%	-4%	3%	?	-14%
COc1cccc([C@@H]2Oc3ccc(OC)cc3/C(=N/O[C@@H](C)CN3CCCCc4nc(C)c(C)cc43)[C@@H]2O)c1	2.2%[10.1 µM]	·	·	10%[13.5 µM]	-6%[17.4 µM]	-6%[17.5 µM]	·	-19%[11.6 µM]
CC(C1CC1)N(C(=O)c1ccccc1[N+](=O)[O-])c1ccccc1 (stereo unspecified)	-0.4%	-2%	-1%	5%	0%	-5%	-20%	2%
Cc1ccc(NC(=O)CSc2n[nH]c(-c3ccncc3)n2)cc1C	0.0%	·	-8%	?	2%	5%	0%[46.1 µM]	-1%
CCSc1nnc(NC(=O)c2cccc(OCc3c(C)noc3C)c2)s1	1.6%	0%	-6%	?	-4%	-3%	-27%[46.1 µM]	-24%
O=c1c2ccccc2nnn1CSc1nnc(COc2ccc(Cl)cc2)n1Cc1ccco1	0.9%	9%	4%	?	-7%	-7%	-27%[46.1 µM]	-15%
Cc1cccc(C)c1Nc1c(-c2ccc(N3CCOCC3)cc2)nc2ncccn12	1.1%&-4.1%	20µM*!	6%	-2%	-21%	12%	-16%	-20%&-5%
O=S(=O)(Nc1ccc(-n2cccc2)cc1)c1ccccc1	8.5%	0%	5%	-11%	-2%	1%	-12%[46.1 µM]	-22%
O=C(Nc1nc2c(cc3c4c(cccc42)CC3)s1)c1ccccc1Cl	0.0%	-12%	-8%	?	-2%	0%	-34%	-24%
Cn1c(=O)c(-[n+]2ccccc2)c([O-])c2ccccc21	1.0%	-11%	10%	?	-1%	7%	-3%[46.1 µM]	-8%
Cc1ccc(CN2CCN(C(=O)c3ccco3)CC2)cc1	-1.0%	3%	-6%	-8%	-23%	-9%	18%	1%
CC(C)CC(C(=O)NC1CCCC1)N(Cc1cccs1)C(=O)c1snc(C(N)=O)c1N (stereo unspecified)	0.0%	7%	-12%	8%	3%	12%	-19%[46.1 µM]	9%
CC(C)[C@@H](CC(=O)N[C@@H]1CCNC[C@H]1C(=O)N[C@H](CC(=O)N[C@@H](CCC(=O)O)CC(=O)O)Cc1c[nH]c2ccccc12)NC(=O)C[C@H](Cc1ccccc1)NC(=O)[C@@H]1CCCC[C@H]1N	-1.1%	·	·	8%	-3%	-4%	·	-5%
Cc1ccccc1OCCOCCN1CCCCCC1	-0.4%	13%	-1%	?	4%	2%	7%	1%
CC(=O)c1cccc(N/C=C\C(=O)c2ccc(C)cc2)c1	0.0%	-5%	2%	?	3%	3%	-2%	-13%
CCn1c(SCC(=O)c2[nH]c(C)c(C(C)=O)c2C)nnc1-c1ccncc1	0.0%	0%	14%	1%	-16%	2%	-5%[46.1 µM]	-2%
C=CCN1CCN(C(c2ccc(OC)c(OC)c2)c2nnnn2C(C)(C)C)CC1 (stereo unspecified)	1.3%	-7%	-2%	2%	-1%	-3%	-4%[46.1 µM]	-3%
O=c1c2ccccc2nc(SCc2ccccc2)n1CC1CCCO1 (stereo unspecified)	-4.7%	-2%	·	·	2%	7%	-45%	-9%

Retrieved by structure from above:
Structure	Epigenetic derep	GAA glycogen	GAA inh	ALDH1A1 inh	aGlu spleen mod	GLA spleen mod	NPSR antag	Tau fluor counter
COC(=O)c1cc(Br)c(=O)n(Cc2ccc(C(=O)O)cc2)c1	-0.7%	4%	5%	20%	3%	-15%	19%[46.1 µM]	4%
Cc1ccc(NC(=O)CSc2n[nH]c(-c3ccncc3)n2)cc1C	0.0%	·	-8%	?	2%	5%	0%[46.1 µM]	-1%
Clc1ccc2nc(CSc3nc4ccccc4o3)cn2c1	-1.0%	-2%	-14%	-8%	8%	-2%	-14%[46.1 µM]	-3%
COc1ccc(N2CCN(c3ccc(NC(=O)c4ccc5c(c4)OCO5)cc3C#N)CC2)cc1	-2.0%	1%	-1%	19%	-3%	5%	5µM*	-5%
CCSc1nnc(NC(=O)c2cccc(OCc3c(C)noc3C)c2)s1	1.6%	0%	-6%	?	-4%	-3%	-27%[46.1 µM]	-24%

Following part.
Structure	Epigenetic derep	GAA glycogen	GAA inh	ALDH1A1 inh	aGlu spleen mod	GLA spleen mod	NPSR antag	Tau fluor counter
Fc1ccc(-c2nnc(CN3CCN(c4ncc(C(F)(F)F)cc4Cl)CC3)o2)cc1	0.0%	-7%	-4%	?	1%	2%	-8%[46.1 µM]	-8%
O=C(O)C1=C[C@H](c2cccs2)C[C@H](OCCCCO)O1	-1.7%	-13%	·	·	0%	2%	14%	8%
CCOc1ccc(-c2ccc(SCc3ccccn3)nn2)cc1	3.9%	4%	-18%	2%	·	8%	-2%	-7%
COc1ccc(-n2c(Cc3cccn3C)nnc2SCC(=O)Nc2cc(C)cc(C)c2)cc1	-1.0%	-11%	-1%	?	-14%	5%	-37%	-24%
Cc1sc2nc(COC(=O)c3ccc(N4CCCC(C)C4)c([N+](=O)[O-])c3)[nH]c(=O)c2c1C (stereo unspecified)	2.6%	-4%	-4%	-13%	3%	0%	5%	-19%
COc1ccc(NC(=O)c2cccc(-n3c(C)ccc3C)c2)c(OC)c1	0.0%	-8%	2%	1%	3%	0%	-8%	-13%
O=C(NC(=S)Nc1ccccc1N1CCCC1)c1ccco1	0.9%	?	·	·	-5%	-4%	?	?
Cc1ccc(Oc2nc3ccccc3n3c(C)nnc23)c(C)c1	-0.9%	0%	?	7%	0%	1%	-6%[46.1 µM]	-5%
O=C(NCCCCCCNC(=O)N1CCCCCC1)N1CCCCCC1	0.0%	1%	2%	-4%	3%	-2%	-8%[46.1 µM]	-2%
O=C(COc1ncnc2cc([N+](=O)[O-])ccc12)N(CCc1ccccc1)Cc1ccccc1	7.9%	1%	0%	?	-7%	4%	-51%	-20%
Cn1c(SCc2cccc(F)c2)nnc1-c1ccccn1	-1.0%	-4%	-6%	2%	-9%	-6%	3%[46.1 µM]	-1%
Cc1ccccc1CSCCNC(=O)c1ccccc1	0.0%	8%	4%	?	-3%	5%	-2%	-6%
O=C(c1ccc2c(Cl)c3c(nc2c1)CCCC3)N1CCC(N2CCCCC2)CC1	4.3%	6%	0%	-11%	-2%	-11%	19%	-9%
O=C(NCCN=C1NS(=O)(=O)c2ccccc21)c1ccco1	-5.7%	9%	?	17%	1%	5%	2%[46.1 µM]	-1%
CCOC(=O)c1ccc(NS(=O)(=O)CC)cc1	0.0%	-3%	1%	5%	0%	-12%	-3%[46.1 µM]	2%
Cc1ccc(CS(=O)(=O)CCC(=O)NCCCN2CCCC2)cc1	-1.9%	16%	4%	14%	-7%	2%	-2%[46.1 µM]	0%
CC1(CCc2ccccc2)NC(=O)N(Cc2nnc(-c3ccccc3Br)o2)C1=O (stereo unspecified)	-0.9%	-5%	4%	13%	4%	12%	-21%[46.1 µM]	-13%
O=c1c2ccccc2cnn1-c1ccc2ccccc2c1	0.0%	2%	-6%	?	-4%	-9%	-13%[46.1 µM]	-12%
CCOC(=O)c1c(N)sc(C(=O)N(CC)CC)c1C	1.6%	-5%	-4%	0%	2%	6%	-5%	2%
Nc1n[nH]c2cc(=O)n(-c3cccc(C(F)(F)F)c3)nc12	1.9%	32µM*	-10%	5%	-19%	3%	-15%	-6%
CCc1ccc(NC(=O)N2CCN(c3ccc(F)cc3)CC2)cc1	-1.2%	7%	·	?	1%	-4%	-19%	-9%
CCOc1ccc(C(=O)NC(C)C2COc3ccccc3O2)cc1 (stereo unspecified)	-2.7%	3%	5%[15.4 µM]	11%	-12%	2%	32%	-4%
CCOc1ccccc1NC(=O)CCC(=O)O	-2.1%	12%	6%	12%	-1%	5%	-5%[46.1 µM]	0%
CCOC(=O)C1(Cc2cccc(Cl)c2)CCCN(C(=O)c2ccc(C)nc2)C1 (stereo unspecified)	-1.2%	-1%	·	3%	-4%	0%	6%	5%
Cc1cc(C(=O)CN2C(=O)c3ccccc3S2(=O)=O)c(C)n1-c1ccccc1	4.8%	-1%	-7%	?	-12%	0%	-23%[46.1 µM]	-20%
Cc1[nH]n(-c2ccccc2)c(=O)c1C(C[N+](=O)[O-])c1ccc(Cl)cc1 (stereo unspecified)	8.0%	?	-7%	20µM*	-6%	4%	-1%	-16%
